# PP1 counter: PP1-alpha (human) inhibition in PP5 counter-screen. actives 0.9% (n = 320,000). P62136. inhibition, % at 6.7 µM. purified PP1alpha, OMFP fluorescence;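 active means inhibition above the mean inhibition of all tested compounds plus 3 SD, computed separately for each screening campaign, cut at about 15% in these data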
# procasp7 counter: activates human procaspase-7, counter-screen for procaspase-3 activators; AID 463210; recombinant procaspase-7, Ac-DEVD-pNA absorbance 405 nm; D23A/D198A/D206A triple mutant, cannot self-cleave; scale: DMSO 0, 5 µM enzyme 100; activation, % at 8.5 µM; P55210; actives 0.093% (n = 330,000);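 active means percent activation above the screen-wide mean plus 3 SD, cut at about 25% in these data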
#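 signal = Epi-absorbance of released pNA at 405 nm, two timepoints | assay system = Uncleavable procaspase-7 mutant enzyme | reagent = Ac-DEVD-pNA substrate, 400 µM as added | times = 1 h enzyme–compound preincubation and 2 h substrate reaction, both 25 °C | benchmarks = low DMSO alone, high DMSO plus 5 µM PC-7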
# VLA-4 inh: inhibition in a human VLA-4 binding assay. P13612. VLA-4 expressing cells, ligand binding flow cytometry. inhibition, % (about 7 µM as worked out from the volumes in the protocol). actives 0.2% (n = 330,000). AID 2557; in the data active means inhibition above about 50%
# Target sequence (P13612 whole entry, looked up): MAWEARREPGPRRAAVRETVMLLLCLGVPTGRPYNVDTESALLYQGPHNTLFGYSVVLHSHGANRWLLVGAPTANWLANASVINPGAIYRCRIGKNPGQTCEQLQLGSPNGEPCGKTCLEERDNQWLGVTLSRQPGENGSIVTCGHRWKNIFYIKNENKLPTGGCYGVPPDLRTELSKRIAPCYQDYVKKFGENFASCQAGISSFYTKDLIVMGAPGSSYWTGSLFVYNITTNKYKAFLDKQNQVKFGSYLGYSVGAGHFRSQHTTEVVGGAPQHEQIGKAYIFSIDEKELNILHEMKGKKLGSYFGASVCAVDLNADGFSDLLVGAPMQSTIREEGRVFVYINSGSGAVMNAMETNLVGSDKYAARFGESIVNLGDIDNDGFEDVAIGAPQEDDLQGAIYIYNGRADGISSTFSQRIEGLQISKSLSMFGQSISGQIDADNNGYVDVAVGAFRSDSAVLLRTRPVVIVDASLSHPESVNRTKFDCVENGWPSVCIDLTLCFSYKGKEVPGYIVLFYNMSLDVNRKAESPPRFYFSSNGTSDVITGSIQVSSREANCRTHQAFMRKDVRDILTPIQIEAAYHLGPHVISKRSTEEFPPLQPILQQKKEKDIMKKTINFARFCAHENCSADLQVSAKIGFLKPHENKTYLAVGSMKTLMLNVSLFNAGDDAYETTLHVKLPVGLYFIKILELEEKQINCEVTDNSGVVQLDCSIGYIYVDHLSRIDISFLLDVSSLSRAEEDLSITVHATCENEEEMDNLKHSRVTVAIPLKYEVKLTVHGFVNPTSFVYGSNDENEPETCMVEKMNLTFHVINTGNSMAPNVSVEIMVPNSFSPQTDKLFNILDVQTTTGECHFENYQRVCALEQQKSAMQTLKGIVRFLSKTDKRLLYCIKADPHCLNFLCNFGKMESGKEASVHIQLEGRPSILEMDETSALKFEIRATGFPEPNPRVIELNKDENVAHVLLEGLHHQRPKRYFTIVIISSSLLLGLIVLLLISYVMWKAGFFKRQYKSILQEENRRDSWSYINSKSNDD
# HCV core dimer: HCV core protein dimerization inhibition; AID 1899; TR-FRET GST/Flag-core106 dimerization, 1536-well; inhibition, % at 5 µM; actives 0.33% (n = 300,000);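 active means inhibition above the mean of all tested compounds plus 3 SD, set per screening campaign, cut at about 45% in these data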
#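 Assay system – GST-tagged and Flag-tagged HCV core protein residues 1-106 · Quantity – core106 proteins, GST 13.5 nM and Flag 17 nM · Benchmarks – unlabelled core106 and no-GST-core106 wells · Read-out basis – percent inhibition of core106 dimerization signal · Detection – time-resolved FRET, ex 340 nm, em 617 and 671 nm · Schedule – 4 h at 22.5 °C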
# GASC-1 inh: inhibitors of human GASC-1 (JMJD2C) demethylase | Q9H3R0 | GST-JMJD2C(1-420) H3K9me3 demethylation, DELFIA europium | inhibition, % at 2.35 µM | actives 0.069% (n = 330,000);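 active means more than half of a compound's replicate wells show inhibition beyond 50%, single wells judged on their own value; inconclusive means some, but no more than half, of replicates pass 50% inhibition; inactive means no replicate passes 50% inhibition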;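 further: signal counts dimethyl H3K9 product captured on neutravidin plate; 0% = median of DMSO wells and 100% = 0.3 times that DMSO median; strong numbers were not always called active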
# GRK2 inh: human GRK2 inhibition via aptamer displacement. P25098. bead flow cytometry, FAM-aptamer displacement from GRK2. inhibition of aptamer binding, % at 10 µM. actives 0.59% (n = 330,000). AID 488847;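 active means inhibition of aptamer binding above 40%, roughly 3 SD of noise, on plates passing a quality check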;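 further: median bead fluorescence of bound FAM aptamer so fluorescent compounds give negative values; no value below 0 was filed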
# PP5 primary: blocks human protein phosphatase 5 activity; purified PP5c, OMFP substrate fluorescence; actives 0.18% (n = 320,000); inhibition, % at 6.7 µM; AID 1987; P53041;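 active means inhibition above the campaign's mean inhibition across all tested compounds plus 3 SD, cut at about 9.5% in these data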;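 further: 0% = DMSO only and 100% = 100 µM cantharidin control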
# CTSL1 counter: cathepsin L1 inhibition, PFM18AAP counter-screen; recombinant F. hepatica cathepsin L1, Z-Leu-Arg-MCA fluorescence; inhibition, % at 5.96 µM; actives 0.49% (n = 300,000); AID 1906;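 active means inhibition above the mean of all tested compounds plus 3 SD, set per screening campaign, cut at about 17% in these data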;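 further: 0% = plate median of test compound wells and 100% = 1 µM Z-Phe-Ala-diazomethylketone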
# proCasp3 act: activators of human procaspase-3 | actives 0.11% (n = 330,000) | AID 463141 | recombinant procaspase-3 D3A, Ac-DEVD-pNA absorbance 405 nm | activation, % at 8.5 µM | P42574;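 active means activation above the mean of all tested compounds plus 3 SD, cut at about 21% in these data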;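 further: 0% = DMSO alone and 100% = DMSO wells spiked with extra 5 µM PC-3 D3A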
#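 Test system: Procaspase-3 D3A mutant; medium: Zinc-free HEPES/NaCl buffer with 0.01% Triton X-100 at pH 7.4; reagent: DEVD-pNA substrate; doses: one concentration, 8.5 µM nominal, 0.8% DMSO; times: 1 h preincubation plus 2 h reaction at 25 °C; signal: Epi-absorbance at 405 nm of released p-nitroaniline, 0 and 120 min; replicates: singlicate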
# Starred values were filed as active, the others as inactive; i = inactive; ? = inconclusive; . = not tested or not shown; & = joins results of further samples.
SMILES,PP1 counter,procasp7 counter,VLA-4 inh,HCV core dimer,GASC-1 inh,GRK2 inh,PP5 primary,CTSL1 counter,proCasp3 act
C/C(=N\Nc1ccccc1[N+](=O)[O-])c1ccc(N2CCOCC2)cc1,-6,1,12,-2,-2,1,-1.0,-3,6
Cc1nc(NCc2ccccn2)c2ccccc2n1,-3,4,-31,0,-1,0,3.6,-2,6
NC(=O)CSc1nnc(Cn2cnc3ccccc32)o1,-8,-2,34,-3,-9,4,-0.4,1,13
Cn1c(=O)c2c(ncn2CCCC(=N)N2CCOCC2)n(C)c1=O,-5,4,18,1,14,0,0.1,-2,-2
CCn1ncc(C2=NOC(C(=O)NCCc3ccccc3)C2)c1C (centres undefined),0,7,-2,-5,3,1,2.9,-1,-1
O=C(OCC(=O)c1c[nH]c2ccccc12)c1cccc(S(=O)(=O)N2CCCCCC2)c1,-1,5,-9,8,5,4,3.2,0,-6
O=C(NCc1ccc2c(c1)OCO2)c1cc2n(n1)C(C(F)(F)F)CC(c1ccc3c(c1)OCO3)N2 (centres undefined),0,-16,-4,7,-1,1,3.5,4,-2
CC(C)Oc1cccc(C(=O)C2CCCN(C(=O)c3ccccn3)C2)c1 (centres undefined),2,11,-19,5,12,1,-2.5,0,3
Cc1ccc(-c2nn(C)c(=O)c3ccccc23)cc1CNC(=O)CN1CCOCC1,11,-10,15,10,-5,0,2.3,2,-3
COc1cc(OC)cc(-c2c(-c3cccs3)c3cc(-c4ccc(OC)c(F)c4)ccc3n2C)c1,0,11,27,.,-2,3,-2.0,.,0
COCc1ccc(CN2CCCC(CCC(=O)NCc3ccc(C)o3)C2)o1 (centres undefined),-3,-3,5,-5,4,2,-1.2,2,-10
CCCCCC(=O)N(Cc1ccccc1)c1c(N)n(CCOC)c(=O)[nH]c1=O,-1,9,16,1,-3,0,-0.7,0,-1

# Looked up by structure from above (2):
SMILES,PP1 counter,procasp7 counter,VLA-4 inh,HCV core dimer,GASC-1 inh,GRK2 inh,PP5 primary,CTSL1 counter,proCasp3 act
NC(=O)CSc1nnc(Cn2cnc3ccccc32)o1,-8,-2,34,-3,-9,4,-0.4,1,13
COCc1ccc(CN2CCCC(CCC(=O)NCc3ccc(C)o3)C2)o1 (centres undefined),-3,-3,5,-5,4,2,-1.2,2,-10

# Next section:
SMILES,PP1 counter,procasp7 counter,VLA-4 inh,HCV core dimer,GASC-1 inh,GRK2 inh,PP5 primary,CTSL1 counter,proCasp3 act
O=C(Cc1cccs1)Nc1ccccc1NC(=O)Cc1cccs1,-3,-2,10,-4,-5,2,3.6,-1,0
Cc1n[nH]c(=S)n1/N=C/c1ccc(Br)o1,-3,4,4,2,5,0,-1.6,-1,-6
CC(C)c1nc(SCc2c(F)cccc2Cl)c2c(=O)n(C)c(=O)n(C)c2n1,-1,8,45,7,-1,0,-1.1,1,-9
O=C(N/N=C/c1ccc([N+](=O)[O-])cc1)c1ccc2nc[nH]c2c1,3,0,-3,-5,9,3,0.7,1,3
Cc1cc(C(=O)OCC(=O)N2CCN(C(=O)c3ccco3)CC2)c(C)n1-c1ccc(F)cc1,-1,-2,5,20,21&-1,0,2.3,-1,6
Cc1cccc(C)c1NC(=O)CN(C)C(=O)c1ccc(-n2cncn2)c([N+](=O)[O-])c1,-8,-1,-4,-4,-3,1,1.1,-4,1
O=C(NC(=S)NCCc1ccc(Cl)cc1)c1ccco1,0,-1,18,-8,-1,2,3.2,-4,-5
Cc1ccc(C)c(S(=O)(=O)N2CCCOC2CNC(=O)C(=O)NCCC2=CCCCC2)c1 (centres undefined),2,-5,4,4,-2,0,3.6,-1,2
CC(OC(=O)c1cccc(NS(C)(=O)=O)c1)C(=O)Nc1ccc2c(c1)OCO2 (centres undefined),0,6,9,.,1,5,1.9,.,-2
CC(C)N(CCNC(=O)c1ccc(NC2=NC3CS(=O)(=O)CC3S2)cc1)Cc1ccco1 (centres undefined),-6,7,-27,1,79,0,-1.4,-5,-1
CC(C)(CNC(=O)CC1C(=O)NCCN1Cc1cccc(F)c1)N1CCOCC1 (centres undefined),0,4,-91,-6,-7,0,-1.6,1,0
CCOC(=O)c1ccccc1NC(=O)c1cccnc1,0,5,3,2,-9,0,3.4,-2,4
Cc1ccc(NS(=O)(=O)c2ccc3c(c2)NC(=O)CC(=O)N3)cc1C,-2,16,-2,1,4,1,0.7,7,3
CCn1c2ccccc2n2c(=O)c(=O)n(CC(=O)N3CCN(c4ccccc4OC)CC3)nc12,0,2,12,3,-1,0,0.0,-2,-1
c1ccc(-c2nc(N3CCCCCC3)nc(-n3ccnc3)n2)cc1,3,-4,-6,10,22,2,0.4,3,7
CCOC(=O)C1=C(C)NC(SCC(=O)OC)=C(C#N)C1c1ccc(C(=O)OC)cc1 (centres undefined),-1,-1,2,-1,-9,4,4.6,-2,0
O=S(=O)(c1ccc(Cl)cc1)n1nnc2ccccc21,4,-1,36,3,-14,4,1.0,-1,0
CC(C)(C)c1ccc(Cn2cnc(-c3ccc([N+](=O)[O-])cc3)c2)cc1,9,9,5,5,-9,0,2.3,0,-13
O=C(Nc1ccc(Cl)c(Cl)c1)N1CCC(N2CCCCC2)CC1,-2,-2,12,-6,-6,0,2.6,2,-4
O=C(CN1CCCC1)Nc1ccc(OCc2ccccc2)cc1,0,5,16,-6,1,0,0.3,1,7
O=C(Cc1cccs1)NCc1cn2ccccc2n1,-5,1,-11,16,0,0,1.7,-3,-1
CCN(C(=O)COC(=O)/C=C/c1ccc(F)cc1)C1CCCCC1,.,4,1,.,3,0,.,.,6
Cc1ccc(-c2csc(NC(=O)Cn3cnc4c3c(=O)n(C)c(=O)n4C)n2)cc1C,-2,3,6,23,4,0,2.3,-1,7
Cc1ccc([C@@H]2[C@@H]3C(=O)N(C)C(=O)[C@@H]3[C@]3(Cc4ccccc4)C(=O)N(CCO)CC(=O)N23)o1,-8,6,1,8,1,1,-0.2,-4,0
O=C(O)/C=C/C(=O)NCCc1ccc(Cl)cc1,-2,5,-3,-3,-12,0,-2.7,2,-10
COc1ccc(C(CNC(=O)c2oc3ccc(Cl)cc3c2C)N2CCCCC2)cc1 (centres undefined),3,3,-2,-3,-6,2,0.5,4,4
C#CCOc1coc(COC(=O)c2ccccc2)cc1=O,-3,-8,7,-10,2,0,-1.6,-2,13
C=CCNC(=S)NNc1nc2c(c(=O)[nH]1)C1(CCCCC1)Cc1ccccc1-2,4,-6,-6,-1,0,0,3.5,-3,-3
NC(=O)CC[C@H](NC(=O)c1ccc(F)cc1)C(=O)OCC(=O)NCc1ccc(F)cc1,-3,0,0,4,-10,1,-0.3,-5,-8
COc1cccc(C(=O)NCC(=O)N/N=C(C)\C=C\c2ccccc2)c1,-2,14,-8,-2,-4,4,3.6,-1,12
COc1ccc(NC(=O)COC(C)=O)cc1Cl,-2,-16,16,4,1,0,-0.9,-4,-6
CSc1cccc(NC(=O)C2(S(=O)(=O)c3ccc(C)cc3)CC2)c1,-1,5,8,-1,4,0,-0.1,-5,-4
Cc1ccc(OCc2cc(C(=O)NCCc3cccnc3)no2)cc1C,-2,-2,-1,-2,-2,0,3.8,0,-9
Cc1cc(C(=O)OCC(=O)N2CCc3ccccc32)ccc1[N+](=O)[O-],-1,8,7,.,-8,0,5.1,.,-1
CN(C)/C=C/C(=O)c1nnn(C2CCCCC2)c1NC1CCCCC1,15,-17,6,7,?,1,-0.1,2,1
CC1CCCN(CCOc2ccc(Br)cc2)C1 (centres undefined),-5,-7,5,-1,8,1,-0.7,6,-8
COc1ccc(/C=C2/SC(=S)N(CCCC(=O)N3CCN(C)CC3)C2=O)cc1,9,-27,4,-1,0,0,3.4,-2,-3
CNC(=S)N(C)c1ccccc1,-8,6,-17,-5,1,1,-7.6,2,-12
Cc1ccc2[nH]c(C(=O)N3CCC(C(N)=O)CC3)cc2c1,-1,1,10,4,-2,2,-2.5,2,6
CC(C)N(C(=O)Cn1cc(S(=O)(=O)CC(=O)NCc2ccc(F)cc2)c2ccccc21)C(C)C,4,11,-4,-9,0,3,2.2,5,4
O=C(Cn1c(N2CCN(C/C=C/c3ccccc3)CC2)nc2ccccc21)c1ccccc1,-2,7,28,8,-18,1,1.9,-4,9
COc1ccc(NC(=O)C2C3C=CC4(CN(Cc5cccnc5)C(=O)C24)O3)c(OC)c1 (centres undefined),-1,3,-2,-2,27,5,1.4,-5,0
Cc1ccc(NC(=O)C2C3/C=C\CCCCC32)cc1C (centres undefined),1,1,8,8,-4,1,-0.5,0,7
CCOC(=O)N1CCN(C(=O)CSc2nc(=O)n3cc(C)ccc3n2)CC1,-18,5,-22,-2,3,28,2.3,-4,-12
O=C(Nc1ccc(F)c(Cl)c1)C1CCCN(C2=NS(=O)(=O)c3ccccc32)C1 (centres undefined),-1,-4,11,.,-3,0,4.2,.,5
Cn1c2cc(Br)sc2c2cnn(Cc3ccc(F)cc3F)c(=O)c21,.,-2,38,.,.,0,.,.,-1
Cc1nn(C)cc1S(=O)(=O)NCc1ccccc1Cl,-5,2,9,-2,1,0,0.1,-3,10
O=C(c1ccc(CS(=O)c2ccccc2Cl)o1)N1CCCCCC1 (centres undefined),-1,5,i,-9,2,4,0.2,-2,6
COc1cc(NC(=O)c2cccs2)ccc1NC(=O)Cc1ccccc1,-1,-10,4,3,7,0,0.9,1,8
CC1CCN(C(=O)c2cccc(S(=O)(=O)N3CCCc4ccccc43)c2)CC1,-6,-4,-6,0,-2,0,1.3,1,-5
O=C(NCCCc1ccccc1)C1CCC(=O)N(Cc2ccc(Cl)cc2)C1 (centres undefined),-2,3,-5,-11,11,0,2.2,-5,12
COCc1cccc(C2=CC(=O)C[C@H](c3ccc(F)cc3)C2)c1,-4,13,4,.,5,0,1.4,.,7
Cc1cc(C)cc(NS(=O)(=O)c2ccc3oc(=O)ccc3c2)c1,0,8,0,-3,-5,4,2.5,-4,-1
COc1ccc(CNCc2ccccc2C(F)(F)F)cc1,3,2,8,-2,-6,0,0.8,2,1
COc1cccc(NC(=O)NC(=O)c2c(C)cc(Cl)nc2Cl)c1,0,-1,-18,-11,-5,0,4.3,5,0
CCC(=O)Nc1cccc(NC(=O)CSc2nnnn2C2CCCC2)c1,3,4,4,-1,-12,0,6.8,3,-4
O=C(NC1CC1)C1CCN(C2CCN(C(=O)CCOc3ccccc3)CC2)CC1,-4,-5,12,-2,-26,0,2.3,0,6
CC(=O)c1ccc(NC(=O)CNCC(c2ccccc2)N(C)C)cc1 (centres undefined),7,-6,26,1,-23,0,2.7,5,-7

# Quoted from above, 2 compounds:
SMILES,PP1 counter,procasp7 counter,VLA-4 inh,HCV core dimer,GASC-1 inh,GRK2 inh,PP5 primary,CTSL1 counter,proCasp3 act
C/C(=N\Nc1ccccc1[N+](=O)[O-])c1ccc(N2CCOCC2)cc1,-6,1,12,-2,-2,1,-1.0,-3,6
Cc1nc(NCc2ccccn2)c2ccccc2n1,-3,4,-31,0,-1,0,3.6,-2,6

# High-throughput results deposited in PubChem BioAssay by several laboratories.
